H9c2 TAG inh: reduces triacylglycerol accumulation in H9c2 cells; Nile Red lipid (TAG) fluorescence; cells loaded with 200 µM oleic acid; inhibition, % at 12.5 µM; 230,000 tested, 0.66% active; AID 651582;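 active = pattern-corrected inhibition of lipid staining of at least 50% with the nuclear-stain viability signal not falling by more than 50%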;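 note: 0% = DMSO wells and 100% = triacsin C control wells; some results filed as inactive read as strong as hits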
H9c2 TAG inh DAPI viability: also measured in H9c2 TAG inh; calls as there; DAPI nuclei signal change (viability), lower = more cytotoxic, %;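 whole-well DAPI fluorescence read on a plate reader as a viability signal; minus 50 percent equals half of cells still viable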
Active calls of the source: *. A portion of the library; rates above refer to the full screens.

SMILES	H9c2 TAG inh	H9c2 TAG inh DAPI viability
CC(OC(=O)CNC(=O)c1ccc2ccccc2c1)C(=O)N(C)C1CCCCC1 (stereo unspecified)	-7	-6
COc1ccc(NC(=O)CN(C)C(=O)c2cc(C)on2)cc1	-2	1
COc1cccc(OCc2cc(C(=O)N3CCN(C4CCCC4)CC3)no2)c1	3	2
CC(=O)c1ccc(Cc2ncc(C(F)(F)F)cc2Cl)s1	-2	-2
O=C(CSc1n[nH]c(=O)n1C1CC1)Nc1ccc(OC(F)(F)F)cc1	-14	21
Cc1ccc(NC(=O)COC(=O)c2c[nH]c3ccccc23)cc1C	-2	-4
CSc1nc(-c2ccco2)nn1C(=O)c1ccco1	10	0
COc1ccc(CCNC(=O)C(=O)Nc2ccc3c(c2)OCCO3)cc1OC	-1	0
CCOC(=O)N1CCC(NC(=O)COc2cc(=O)n(C)c3ccccc23)CC1	13	4
CCc1nc2c(OCc3cc(Cl)cc(Cl)c3)cccn2c1N(C)C(=O)c1cccc(OC)c1	14	-2
COc1ccc(CN(C)CCCn2ccc(NC(=O)OCc3ccccc3)nc2=O)cc1OC	-4	-18
CC(=O)NC(c1cccc(F)c1)c1nc(-c2cnn(C)c2)cs1 (stereo unspecified)	4	1
C[C@H](CO)N1C[C@H](C)[C@@H](CN(C)C(=O)NC2CCCCC2)Oc2c(NC(=O)C3CC3)cccc2C1=O	1	-28
Cc1ccsc1C(=O)OCC(=O)c1ccc(OC(F)F)cc1	-17	3
CSc1nc(C)cc(OCC(=O)N2CCOCC2)n1	-12	3
CC1CCN(c2nnc(N3CCC(C)CC3)c3ccccc23)CC1	-10	2
O=C(CCN1CCCCCC1)Nc1ccc(F)c(F)c1	30	-1
CC(=O)c1ccccc1OCC(O)CN1CCN(CCN2C(=O)c3cccc4cccc(c34)C2=O)CC1 (stereo unspecified)	-34	12
Cc1ccc2nc(NC(=O)[C@H](C)N3C(=O)C4CC=CCC4C3=O)sc2c1 (stereo partly specified)	7	-8
COc1ccc(/C(C)=N/Nc2ccccc2Cl)c(O)c1	11	-9

Individual results from the results shown:
H9c2 TAG inh DAPI viability with O=C(CCN1CCCCCC1)Nc1ccc(F)c(F)c1 is entered as -1
H9c2 TAG inh with Cc1ccc(NC(=O)COC(=O)c2c[nH]c3ccccc23)cc1C is entered as -2

The listing picks up, starting 5 compounds before the break.
SMILES	H9c2 TAG inh	H9c2 TAG inh DAPI viability
CC1CCN(c2nnc(N3CCC(C)CC3)c3ccccc23)CC1	-10	2
O=C(CCN1CCCCCC1)Nc1ccc(F)c(F)c1	30	-1
CC(=O)c1ccccc1OCC(O)CN1CCN(CCN2C(=O)c3cccc4cccc(c34)C2=O)CC1 (stereo unspecified)	-34	12
Cc1ccc2nc(NC(=O)[C@H](C)N3C(=O)C4CC=CCC4C3=O)sc2c1 (stereo partly specified)	7	-8
COc1ccc(/C(C)=N/Nc2ccccc2Cl)c(O)c1	11	-9
CC(=O)Nc1nnc(CCS(=O)(=O)c2ccc(C)cc2)s1	-3	0
CCc1nnc(NC(=O)CCC(=O)N2CCN(Cc3cc(F)ccc3OC)CC2)s1	1	2
O=C(NCc1ccco1)C1CCCN1C(=O)Nc1ccc(Cl)cc1 (stereo unspecified)	23	13
C=CCOc1ccccc1/C=N/NC(=O)Cc1ccc(C)cc1	-6	0
Cc1ccc(Cc2c(-c3ccccc3)nc3ccc(Br)cn23)cc1	7	-6
COc1cc(CCC(N)c2cccc(O)c2)cc(OC)c1OC (stereo unspecified)	14	-9
COc1ccc(C(C)(O)c2nc(-c3ccc4ccccc4c3)cs2)cc1 (stereo unspecified)	-17	3
COC(=O)c1ccccc1NC(=O)CN1CCN(C(=O)c2ccco2)CC1	-3	-6
COC(=O)Cn1cnc2c(cnn2-c2ccccc2)c1=O	-6	-9
c1ccc(SSc2ccccc2)cc1	-14	-8
Cc1ccc(C)c2[nH]c(=O)c(CCNC(=O)c3ccc(S(=O)(=O)N4CCOCC4)cc3)cc12	16	-4
Cc1ccsc1/C=C(\CC(=O)O)c1nc2ccccc2o1	-11	4
COc1ccccc1-c1cnc(C(O)c2cc(C)c(OC)c(C)c2)[nH]1 (stereo unspecified)	8	0
CCOC(=O)c1oc2cccc(OC(C)=O)c2c1C	6	5
OCCC1CN(Cc2cccn2-c2nccs2)CCN1Cc1ccc(F)c(F)c1 (stereo unspecified)	-6	2
Cc1ccc(S(=O)c2ccc(NC(=O)C3CC3)cc2C#N)cc1 (stereo unspecified)	-7	1
CCC1(CC)NC(=O)N(CC(=O)OC(C)C(=O)Nc2ccc(Cl)cn2)C1=O (stereo unspecified)	10	-8
O=C(c1ccco1)N1CCN(C(=O)c2ccc(COc3ccc4c(c3)CCC4)o2)CC1	-26	-15
O=C(c1cc(-c2cccnc2)nc2ccccc12)N1CCN(S(=O)(=O)c2ccc(Cl)s2)CC1	-19	5
Nc1nc(COc2ccc(F)cc2)nc(N2CCCCC2)n1	-1	0
COc1ccc(C(=O)NC(=S)NCc2cccnc2)cc1Br	6	0
CC(C)(C)S(=O)(=O)c1cnc(-c2ccccn2)nc1N	-1	5
COc1ccc(NC(=O)NNC(=O)COc2ccc3cc(Br)ccc3c2)cc1	-4	0
Cc1cc(C)nc(NNC(=O)c2ccccc2O)n1	21	-17
O=C(NC1CCCC1)C(c1ccccn1)N(C(=O)c1csnn1)c1ccccc1Br (stereo unspecified)	10	1
Cc1cc(N/C=C(\C#N)S(=O)(=O)c2ccc(Cl)cc2)nc(C)n1	-14	8
CCCCCOC(=O)c1[nH]c2c(c1C)C(=O)C(C(=O)OC)C(C)C2 (stereo unspecified)	-23	-3
O=S(=O)(c1cccc2nsnc12)N1CCN(c2ccc(F)cc2)CC1	-8	2
O=C(CC1Oc2ccc(Cl)cc2NC1=O)NC1CCCCCC1 (stereo unspecified)	-4	-3
COC(=O)C1=CO[C@@H](OC2OC(CO)C(O)C(O)C2O)[C@@H]2C(CO)=CC[C@H]12 (stereo partly specified)	-1	-1
Cc1nnc(SCC(=O)c2c[nH]c3ccccc23)n1C1CC1	6	5
Cc1nnc(NC(=O)CCn2cnc3ccccc3c2=O)s1	0	-2
COc1ccc(/C=N/OC(=O)c2ccc(Cl)cc2)c(Cl)c1OC	-5	3
COc1ccccc1CCN1CCCC(CN(C)C(=O)CCC(=O)N(C)C)C1 (stereo unspecified)	-5	10
CN(C(=O)c1cccc(NC(=O)Cc2cccc(NC(=O)C3CCN(C(=O)C4CCCC4)CC3)c2)c1)C1CCC1	17	1
Cc1ccc(NC(=O)C2CCN(C(=O)c3ccc(F)cc3)CC2)nc1	10	-4
Cc1ccc(S(=O)(=O)N2CCN(C)CC2)cc1-c1nnc2c3ccccc3c(C)nn12	13	-5
COc1ccc(-c2nnc3ccc(SCC(=O)N4CCN(c5ccccc5)CC4)nn23)cc1	13	-4
Cc1cc(C(=O)NNC(=S)NCc2ccccc2)no1	-6	2
Cc1ccc2nc(-c3ccccn3)cc(C(=O)NCCc3ccc(F)cc3)c2c1	13	-6
C=CCNC(=O)c1ccc(OC2CCN(S(=O)(=O)N(C)C)CC2)cc1	-3	7
O=C(C[C@H]1C(=O)N(C2CCCCC2)C[C@@H]1c1ccccc1)Nc1ccc(Br)cc1	-2	-5
O=C(NNC(=O)c1cccc2ccccc12)c1ccc(F)cc1	-16	2
CCN(CC)c1c(C)nc2ccc(C(=O)Nc3cc(-c4ccccc4)ccc3OC)cn12	18	13
CCCNC(=O)c1cc(C2CCCCN2S(=O)(=O)c2ccccc2)on1 (stereo unspecified)	7	0
COc1cc(/C=C/C(=O)O)cc(S(=O)(=O)Nc2ccc(S(=O)(=O)N3CCCCC3)cc2)c1OC	7	-2
COc1ccccc1CNC(=O)COC(=O)/C=C/c1ccc2ccccc2n1	-3	-3
COc1ccc(C)cc1-n1nnnc1SCC(=O)NC1CCCC1	-2	8
CCCc1nnc(SCc2ccc(OCC)cc2)n1N	-13	4
COc1ccc(N2C(=O)CCC(C(=O)NCc3cccnc3)C2c2ccc(OC)c(OC)c2)cc1 (stereo unspecified)	7	6
Cc1nnc(SCCOc2ccccc2)s1	1	-2
CC1=CC(C)C(CN(CCC[N+](C)(C)C)C(=O)Nc2ccccc2)C(C)C1 (stereo unspecified)	-1	0
COc1cccc(NC2CC(=O)N(CCc3ccccc3)C2=O)c1 (stereo unspecified)	5	-10
Fc1ccccc1-c1nc2nc3ccccc3nc2n1CC1CCCO1 (stereo unspecified)	0	15
OCCN(Cc1ccccc1)Cc1ccccc1O	-15	16
Cc1ccc(Cc2nnc(SCC(=O)Nc3ccccc3)n(N)c2=O)cc1	52*	3.2*
Cc1ccc(-c2cc(C(=O)N3CCN(c4ccc(O)cc4)CC3)c3ccccc3n2)cc1	2	1
CC(C)c1ccc(NC(=O)c2cc(S(=O)(=O)NCC3COc4ccccc4O3)ccc2F)cc1 (stereo unspecified)	9	0
COc1ccccc1OC[C@H](O)CO	11	-3
O=C(Nc1ccc2c(c1)COC2=O)c1ccc(Cl)c(Cl)c1	1	3

Reprinted from the part before: two compounds; new compounds follow.
SMILES	H9c2 TAG inh	H9c2 TAG inh DAPI viability
COc1ccccc1OC[C@H](O)CO	11	-3
O=C(Nc1ccc2c(c1)COC2=O)c1ccc(Cl)c(Cl)c1	1	3
Cc1ccc(SCC(=O)OCC(=O)N(CC(C)C)c2c(N)n(Cc3ccccc3)c(=O)[nH]c2=O)cc1C	-15	-4
COCCn1c(SCC(=O)N2CCc3ccccc3C2)nc2ccccc2c1=O	-7	7
C[C@@H]1CN([C@@H](C)CO)C(=O)c2cc(Br)cnc2O[C@@H]1CN(C)Cc1cncnc1	-13	12
CCNC(=O)COc1ccc2ccccc2c1	7	-4
O=C(Nc1cccc(F)c1)C1CCN(C(=O)N2CCOc3ccccc32)CC1	7	-3
O=C(CCCCn1c(=O)c2ccccc2n(Cc2ccc(F)cc2)c1=O)NCc1ccco1	-7	1
C=C1c2c(Cl)ccc(O)c2C(O)=C2C(=O)[C@]3(O)C(O)=C(C(N)=O)C(=O)[C@@H](N(C)C)[C@@H]3[C@@H](O)C12 (stereo partly specified)	13	-10
CN(c1cccc(NC(=O)Nc2cccc(Cl)c2)c1)S(C)(=O)=O	36	-17
O=C(NCCc1c[nH]c2ccccc12)c1ccco1	3	-2
Cc1cccc(NC(=O)c2ccc(-n3cncn3)c([N+](=O)[O-])c2)c1	10	-5
CCOc1cc(/C=N/NC(N)=O)cc(Br)c1OCC(=O)Nc1cccc2ccccc12	-7	8
O=C(COc1coc(CN2CCN(c3ccccc3)CC2)cc1=O)Nc1cccc(F)c1	-7	-7
COc1cc(CNC(=O)Nc2cccn3nc(COCCO)nc23)cc(OC)c1OC	-28	5
CC1=C2C3OC(=O)C(C)C3CCC2(C)C=C(Cl)C1=O (stereo unspecified)	-4	-3
CCOC(=O)c1c(NC(=O)CSc2ncn[nH]2)sc(C(=O)NC)c1C	8	-5
COCCNc1ncnc2c1cnn2Cc1ccc(Cl)cc1	4	2
CC(=O)/C(=C\N(C)C)Sc1ccc(C)cc1	-13	1
O=C(COc1ccc(Cl)cc1[N+](=O)[O-])NC1CCCCC1	-6	1
O=C(CSc1ncccn1)NCc1cccs1	3	-1
Clc1ccc(OCCn2c(-c3ccco3)nc3ccccc32)cc1	-4	-12
COc1ccc(NC(=O)CSc2nnc(C)n2Cc2ccccc2)cc1	20	-3
COC(=O)[C@]1(Cc2ccccc2)N[C@H](CN(C)C(C)=O)[C@@H]2C(=O)N(C)C(=O)[C@@H]21	-2	11
Nc1cc2c(cc1[N+](=O)[O-])OCCOCCOCCO2	-3	-8
COc1ccc(C(=O)CN2C(=O)NC3(CCCCC3)C2=O)cc1OC	6	4
O=C1Nc2ccccc2S/C1=C/Nc1cccc(Cl)c1	14	-13
O=C1C2=C(Nc3ccccc3SC2c2ccco2)c2ccccc21 (stereo unspecified)	7	-1
O=C(Nc1nccs1)c1cccc(N2C(=O)c3cccc4c([N+](=O)[O-])ccc(c34)C2=O)c1	0	-4
COc1ccc(OCC(O)Cn2c(N)nc3c2c(=O)[nH]c(=O)n3C)cc1 (stereo unspecified)	0	0
COc1cc(C[C@@H](C)[C@@H](C)Cc2ccc(O)c(OC)c2)ccc1O	24	-48
Cc1ccc(CC(=O)N2CCN(S(=O)(=O)c3ccccc3)CC2)cc1C	-25	-5
O=C1c2ccccc2S(=O)(=O)c2cc(C(=O)N3CCN(c4ccccc4)CC3)ccc21	-33	8
Cc1ccc(CNC(=O)CSc2nc(=O)n3cccc(C)c3n2)cc1	4	-13
CCc1ccc(OCC(=O)Nc2ccc3c(c2)COC3=O)cc1	-20	-3

Entries of single compounds, looked up by structure. Order of screens: H9c2 TAG inh, H9c2 TAG inh DAPI viability
COc1ccc(OCC(O)Cn2c(N)nc3c2c(=O)[nH]c(=O)n3C)cc1 (stereo unspecified) is entered as 0, 0
Cc1ccc(CNC(=O)CSc2nc(=O)n3cccc(C)c3n2)cc1 is entered as 4, -13

From PubChem
